Source: PubChem
LAP4 TOR yeast – alters LAP4-GFP fluorescence in TOR pathway yeast screen; S. cerevisiae LAP4-GFP multiplex, flow cytometry GFP, 3 h; median GFP as percent of DMSO wells; GFP response vs DMSO, % at 10 µM; 320,000 compounds, 0.34% hits;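 active means GFP response vs DMSO above a set limit, about the screen mean plus 3 SD, cut at about 150% in these data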
AGP1 TOR yeast – yeast TOR pathway AGP1-GFP modulation. S. cerevisiae AGP1-GFP multiplex flow cytometry, 3 h; GFP as percent of DMSO wells. GFP response vs DMSO, % at 10 µM. 320,000 compounds, 0.02% hits. AID 2066;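 active means GFP response relative to DMSO above a set limit, near screen average plus 3 SD, cut at about 150% in these data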;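 further: median GFP channel fluorescence of the gated AGP1 strain per well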
CIT2-GFP yeast – yeast TOR pathway CIT2-GFP modulation | S. cerevisiae CIT2-GFP strain, flow cytometry, 3 h; 100 means same as DMSO wells | GFP response vs DMSO, % at 10 µM | 320,000 compounds, 0.065% hits | AID 2029;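 active means GFP response relative to DMSO above a set limit, near the screen mean plus 3 SD, cut at about 150% in these data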;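 further: ratio of well median GFP fluorescence to mean of DMSO wells on the plate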
GRK2 aptamer HTS – inhibitors of human GRK2 displacing RNA aptamer; inhibition of aptamer binding, % at 10 µM; bead flow cytometry, FAM-aptamer displacement from GRK2; 330,000 compounds, 0.59% hits; AID 488847;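 active means inhibition of aptamer binding above 40%, roughly 3 SD of noise, on plates passing a quality check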;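 further: median bead fluorescence of bound FAM aptamer so fluorescent compounds give negative values; no value below 0 was filed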
Target sequence (P25098 whole entry, looked up): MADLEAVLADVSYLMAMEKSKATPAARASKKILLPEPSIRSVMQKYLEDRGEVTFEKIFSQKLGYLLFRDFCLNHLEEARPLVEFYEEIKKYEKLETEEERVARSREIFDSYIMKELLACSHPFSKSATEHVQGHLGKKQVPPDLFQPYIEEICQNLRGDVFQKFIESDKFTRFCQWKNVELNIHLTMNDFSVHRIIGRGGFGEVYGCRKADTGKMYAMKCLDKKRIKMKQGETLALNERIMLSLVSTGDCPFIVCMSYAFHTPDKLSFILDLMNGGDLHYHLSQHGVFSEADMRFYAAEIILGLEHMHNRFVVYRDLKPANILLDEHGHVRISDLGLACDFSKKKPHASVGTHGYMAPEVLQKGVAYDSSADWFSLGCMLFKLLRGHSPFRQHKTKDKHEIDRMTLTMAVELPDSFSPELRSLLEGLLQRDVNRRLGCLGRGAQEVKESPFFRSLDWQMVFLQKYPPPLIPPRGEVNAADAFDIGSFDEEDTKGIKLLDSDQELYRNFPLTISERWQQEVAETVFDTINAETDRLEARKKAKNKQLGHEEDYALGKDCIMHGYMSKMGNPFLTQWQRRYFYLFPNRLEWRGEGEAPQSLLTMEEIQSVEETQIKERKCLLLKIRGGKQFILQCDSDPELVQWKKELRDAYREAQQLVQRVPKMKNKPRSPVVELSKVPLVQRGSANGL
RPL19A-GFP yeast – alters RPL19A-GFP fluorescence in TOR pathway yeast screen | AID 2025 | percent response vs DMSO, % at 10 µM | S. cerevisiae RPL19A-GFP strain, flow cytometry, 3 h; stronger effect = lower value | 330,000 compounds, 0.3% hits;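 active means percent response vs DMSO below 50%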;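 further: median channel GFP fluorescence of the barcoded RPL19A-GFP strain; ratio of sample median GFP to plate DMSO average so 100% = DMSO; lower means less RPL19A-GFP as with rapamycin TOR inhibition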
VLA-4 inh – inhibition in a human VLA-4 binding assay. VLA-4 expressing cells, ligand binding flow cytometry. inhibition, % (about 7 µM as worked out from the volumes in the protocol). 330,000 compounds, 0.2% hits; in the data active means inhibition above about 50%
MEP2-GFP yeast – yeast TOR pathway MEP2-GFP modulation | S. cerevisiae MEP2-GFP strain, flow cytometry GFP, 3 h; 100% = DMSO control level | 330,000 compounds, 0.51% hits | GFP response vs DMSO, % at 10 µM;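 active means GFP response versus DMSO above a set limit, roughly screen mean plus 3 SD, cut at about 180% in these data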;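 further: median GFP fluorescence of the barcode-gated MEP2-GFP cells per well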
GASC-1 inh – blocks human GASC-1 demethylase activity; GST-JMJD2C(1-420) H3K9me3 demethylation, DELFIA europium; inhibition, % at 2.35 µM; 330,000 compounds, 0.069% hits; AID 2099;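 active means more than half of a compound's replicate wells show inhibition beyond 50%, single wells judged on their own value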;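 further: signal counts dimethyl H3K9 product captured on neutravidin plate; 0% = median of DMSO wells and 100% = 0.3 times that DMSO median; strong numbers were not always called active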
Target sequence (Q9H3R0 1-420 limits assumed): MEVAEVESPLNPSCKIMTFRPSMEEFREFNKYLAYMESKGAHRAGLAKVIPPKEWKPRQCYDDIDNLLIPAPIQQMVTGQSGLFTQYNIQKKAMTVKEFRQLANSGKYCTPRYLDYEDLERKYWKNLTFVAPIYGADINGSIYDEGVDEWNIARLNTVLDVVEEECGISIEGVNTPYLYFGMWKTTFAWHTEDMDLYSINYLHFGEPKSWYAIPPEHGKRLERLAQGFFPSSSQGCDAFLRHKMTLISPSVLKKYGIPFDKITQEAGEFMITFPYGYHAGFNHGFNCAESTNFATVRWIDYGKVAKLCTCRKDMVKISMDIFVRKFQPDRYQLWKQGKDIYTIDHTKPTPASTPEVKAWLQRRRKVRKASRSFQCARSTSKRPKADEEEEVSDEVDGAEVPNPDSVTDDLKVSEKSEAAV
* = called active by the depositor; i = inactive; . = not tested or not shown.

SMILES	LAP4 TOR yeast	AGP1 TOR yeast	CIT2-GFP yeast	GRK2 aptamer HTS	RPL19A-GFP yeast	VLA-4 inh	MEP2-GFP yeast	GASC-1 inh
Cc1ccccc1Nc1nc(N)nc(COc2ccc(C#N)cc2)n1	102.4	104.5	93.6	0.0	103.3	12.9	102.5	-6.0
C=CCc1ccccc1OCC(O)CN1C(=O)c2ccccc2C1=O (stereo not drawn)	104.7	97.1	104.5	8.0	101.9	5.8	110.5	0.7
O=C(Nc1ccc(F)cc1)c1ccc(S(=O)(=O)N2CCCC2)cc1	89.5	94.2	99.5	4.0	104.3	6.4	109.3	-7.3
CCOc1ccc(-n2nnnc2SCC(=O)N2CCOCC2)cc1	100.6	94.9	90.4	0.0	99.3	4.5	99.9	6.0
O=C(CSc1ccc(-c2cccnc2)nn1)Nc1ccccc1C(F)(F)F	100.1	94.5	94.3	0.0	97.3	-3.7	99.8	-6.1
CCC1(c2ccccc2)NC(=O)N(CC(=O)Nc2ccccc2N2CCCCC2)C1=O (stereo not drawn)	81.9	85.1	89.7	3.0	96.0	6.8	92.5	9.6
Cc1ccnc(NC(=O)c2cccc(S(=O)(=O)NCc3ccccc3)c2)c1	104.3	105.4	101.6	2.0	102.8	-9.3	107.2	2.4
O=C(COC(=O)/C=C/c1ccc2c(c1)OCO2)NC1CC1	89.8	110.5	114.5	2.0	107.0	6.2	112.1	2.7
CC(C(=O)Nc1cc([N+](=O)[O-])ccc1Cl)N1CCN(c2ccccc2O)CC1 (stereo not drawn)	102.7	98.8	97.1	0.0	102.2	1.1	105.4	5.6
COc1ccc(CCNC(=O)COC(=O)c2cncc(Br)c2)cc1OC	103.3	103.5	95.4	3.0	100.0	-4.1	100.1	1.2
O=S(=O)(NCc1ccccc1)c1ccc2ccccc2c1	98.5	96.7	94.1	4.0	102.1	6.8	98.0	0.5
C=CCn1cccc(C(=O)Nc2ccc(C)cc2)c1=O	98.2	91.1	106.0	3.0	101.5	24.0	108.4	-3.4
Cc1ccc(NC(=O)CN(C)C(=O)C(Sc2ccccc2)c2ccccc2)cc1 (stereo not drawn)	99.8	101.3	98.4	0.0	100.6	-10.4	103.5	16.7
CCC1CCCCN1C(=O)COC(=O)c1cccs1 (stereo not drawn)	106.7	109.0	98.0	0.0	108.5	2.8	103.5	8.1
C/C(=N\NC(=O)Cn1nnc2ccccc21)c1ccco1	98.6	93.5	94.0	0.0	94.5	0.0	111.0	3.8
COC(=O)c1oc2ccc(Br)cc2c1NC(C)=O	106.8	93.2	88.8	0.0	92.7	0.5	95.7	i
Cc1ccccc1N1CCN(C2=NC(=O)/C(=C/c3cn[nH]c3-c3ccccc3)S2)CC1	75.0	82.0	87.0	6.0	94.5	-10.9	62.4	6.3
CC(=O)N1CCN(c2ccc(NCc3ccc(-c4ccc(Br)cc4)o3)cc2)CC1	113.5	84.9	84.8	1.0	92.8	-10.8	88.5	.
O=C(Nc1cc(Cl)cc(Cl)c1)C1CCC(=O)N1Cc1ccccc1Cl (stereo not drawn)	95.4	100.7	103.8	0.0	100.3	-9.7	102.3	-0.7
Cc1ccccc1OCC(=O)NCCC(=O)O	95.3	99.5	98.8	1.0	98.8	-11.4	102.5	11.1

Next part, starting with the last three of the part before.
SMILES	LAP4 TOR yeast	AGP1 TOR yeast	CIT2-GFP yeast	GRK2 aptamer HTS	RPL19A-GFP yeast	VLA-4 inh	MEP2-GFP yeast	GASC-1 inh
CC(=O)N1CCN(c2ccc(NCc3ccc(-c4ccc(Br)cc4)o3)cc2)CC1	113.5	84.9	84.8	1.0	92.8	-10.8	88.5	.
O=C(Nc1cc(Cl)cc(Cl)c1)C1CCC(=O)N1Cc1ccccc1Cl (stereo not drawn)	95.4	100.7	103.8	0.0	100.3	-9.7	102.3	-0.7
Cc1ccccc1OCC(=O)NCCC(=O)O	95.3	99.5	98.8	1.0	98.8	-11.4	102.5	11.1
S=c1nc(C2CC2)n(-c2ccccc2)[nH]1	108.5	105.5	93.5	3.0	103.4	5.5	103.1	17.6
O=C(Cc1ccccc1)Nc1ccc(CN2CCOCC2)cc1	92.0	100.3	99.0	1.0	95.3	9.1	94.2	2.1
CCOc1ccc(N2CC(C(=O)Nc3ccccn3)CC2=O)cc1 (stereo not drawn)	96.4	92.5	89.9	0.0	89.4	0.1	97.0	6.1
Cc1ccccc1NC(=S)NC(NC(=O)COc1ccccc1)C(Cl)(Cl)Cl (stereo not drawn)	94.9	101.9	105.4	3.0	96.8	17.4	100.2	7.1
COc1ccccc1CC(=O)Nc1ccc(-c2noc(COc3cccc(C)c3C)n2)cc1	98.2	100.2	95.9	0.0	101.5	10.5	109.8	-20.3
O=C(NNC(=O)C1CC(=O)N(c2ccc3c(c2)OCCO3)C1)c1ccc(F)cc1 (stereo not drawn)	97.1	99.4	98.9	5.0	98.3	-1.2	100.8	-9.5
CSc1nc2ccccc2n1Cc1c(Cl)cccc1Cl	95.9	90.2	85.3	0.0	92.3	-3.2	95.7	9.8
CCOC(=O)N1CCc2c(sc(NC(=O)c3ccc(Cl)s3)c2C(N)=O)C1	183.3*	87.0	77.1	0.0	86.4	29.0	91.1	.
CN(C)c1ccc(CN(C(=O)COc2ccccc2)C2CCS(=O)(=O)C2)cc1 (stereo not drawn)	99.1	85.3	.	0.0	94.7	-4.1	91.9	0.4
COc1ccc(-n2c(Cc3cccn3C)nnc2SCC(=O)Nc2cccc(NC(C)=O)c2)cc1	98.8	103.8	100.3	0.0	98.8	-3.0	101.7	7.8
CC(C)(C)c1ccc(NC(=O)c2ccc3c(c2)S(=O)(=O)c2ccccc2C3=O)cc1	114.1	101.4	106.1	0.0	111.5	-5.4	99.8	10.1
CC(C)(C=O)Cc1cc(C(C)(C)C)c(O)c(C(C)(C)C)c1	115.3	89.4	86.6	0.0	106.1	46.1	105.4	.
Cc1onc(-c2ccccc2)c1C(=O)NNC(=S)NC(=O)/C=C/c1cccs1	93.3	98.7	112.3	0.0	94.7	10.2	104.0	2.6
NC(=O)c1ccc(NC(=O)CS(=O)(=O)c2cn(CC(=O)N3CCCCC3)c3ccccc23)cc1	101.3	110.0	113.2	4.0	114.4	-7.3	100.8	10.5
CC(=O)c1nnn(-c2nc(N)nc(N(c3ccccc3)c3ccccc3)n2)c1C	97.5	103.0	101.7	2.0	104.3	-20.7	100.4	1.3
O=C(Nc1ccccc1C(=O)NC(Cc1c[nH]c2ccccc12)C(=O)O)c1ccccc1 (stereo not drawn)	100.9	95.7	92.3	5.0	97.4	2.6	99.8	5.0
O=[N+]([O-])c1ccc(C2CCCC/C2=N/OCc2ccccc2F)c([N+](=O)[O-])c1 (stereo not drawn)	113.8	101.7	97.4	2.0	97.7	-6.6	118.0	1.4
CCOC(=O)CNC(=O)C1CCCc2c1[nH]c1ccc(Cl)cc21 (stereo not drawn)	114.3	102.9	100.2	0.0	99.2	-0.7	109.1	-3.3
O=C(O)C1=CC[C@@H](c2ccc(Cl)cc2)N(S(=O)(=O)c2ccc(Cl)cc2)[C@H]1c1cccc(Cl)c1	131.5	83.6	107.6	5.0	98.2	15.0	88.0	7.6
CN(C)CCCNc1c2c(nc3cc(-c4cccc(F)c4)nn13)CCC2	104.2	97.0	93.0	0.0	98.5	3.2	120.5	13.6
O=C(COc1ccc(Br)cc1)NCCCNC(=O)c1ccncc1	95.2	96.6	98.2	1.0	102.7	3.7	100.6	-7.8
COc1ccc(CN(C(=O)c2oc3cc(C)ccc3c2C)C2CCS(=O)(=O)C2)cc1OC (stereo not drawn)	102.6	103.6	101.3	2.0	103.7	-3.6	97.3	-3.1
O=C(O)c1cc(NCc2cccs2)ccc1N1CCOCC1	103.5	102.8	102.1	3.0	98.5	6.1	100.0	-3.1
CCCc1nnc(NC(=O)CCS(=O)(=O)Cc2ccccc2)s1	98.0	103.8	103.5	1.0	102.3	5.0	102.9	-5.6
COc1ccc(OCCOc2ccc(/C=C3\C(=N)N4N=C(C)SC4=NC3=O)cc2)cc1	107.5	105.4	103.6	0.0	104.2	0.0	104.7	6.3
CCc1nnc2n1N=C(c1ccc(OC)cc1)CS2	109.4	99.7	90.3	4.0	96.3	-3.6	103.1	-0.1
CC(=O)c1c(C)[nH]c(C(=O)OCC(=O)NCc2ccc3c(c2)OCO3)c1C	108.7	102.8	89.4	1.0	104.0	-0.9	106.5	11.1
COCCNC(=S)N1CCC(NC(=O)C23CC4CC(CC(C4)C2)C3)CC1	100.5	112.4	99.8	2.0	108.0	19.8	103.8	22.2
COc1cccc(CNC(=O)CCNC(=O)C2CCN(S(=O)(=O)c3ccc(F)cc3)CC2)c1	101.8	104.2	100.4	0.0	100.3	4.4	102.3	6.9
CC[C@@]1(C(=O)OC)N[C@H](CN(C)C(=O)Nc2ccccc2)[C@@H]2C(=O)N(C)C(=O)[C@@H]21	90.4	95.1	94.1	0.0	93.1	20.6	89.7	-4.1
O=C(Nc1ccncc1)c1ccc2c(c1)C(=O)N(CC1CCCO1)C2=O (stereo not drawn)	111.4	109.2	114.4	0.0	104.9	-12.6	113.4	-19.4
CC1CCCCN1CC(O)COCCC12CC3CC(CC(C3)C1)C2 (stereo not drawn)	105.7	98.1	95.5	0.0	94.5	10.8	98.5	0.8
COc1cc(/C=N\n2nnnc2N)ccc1OCc1ccc(F)cc1	90.2	93.8	91.2	1.0	89.4	11.6	89.0	-4.3
CCn1nnc2c(=O)oc3ccccc3c21	122.9	113.4	97.8	2.0	99.7	-0.1	102.0	-2.3
CC(OC(=O)/C=C/c1cccc(F)c1)C(=O)NC1CCCCC1C (stereo not drawn)	101.7	101.3	104.7	0.0	114.5	7.1	105.9	-9.7
COc1ccc(NC(=O)C2CCCCC2)cc1S(=O)(=O)N1CCOCC1	97.1	97.0	103.6	1.0	98.9	5.3	104.9	2.9
CCCCN(C(=O)C(C)Oc1ccc(Cl)cc1)c1c(N)n(CCCC)c(=O)[nH]c1=O (stereo not drawn)	108.2	107.6	102.5	0.0	95.8	20.3	96.0	0.9
CCNC(=S)N(Cc1ccco1)Cc1cc2cc3c(cc2[nH]c1=O)OCCO3	108.0	110.2	111.7	4.0	110.0	22.6	111.5	1.8
CN(CC(=O)Nc1ccc(F)cc1[N+](=O)[O-])C1CCS(=O)(=O)C1 (stereo not drawn)	95.3	101.1	100.2	2.0	99.9	-9.2	102.6	-0.3
O=S(=O)(NC1=NCCC1)c1cccc(NC(=S)Nc2ccc(OC(F)F)cc2)c1	97.2	102.1	97.1	2.0	94.8	3.4	96.0	-4.6

Marked active in LAP4 TOR yeast, among the entries above:
SMILES	LAP4 TOR yeast	AGP1 TOR yeast	CIT2-GFP yeast	GRK2 aptamer HTS	RPL19A-GFP yeast	VLA-4 inh	MEP2-GFP yeast	GASC-1 inh
CCOC(=O)N1CCc2c(sc(NC(=O)c3ccc(Cl)s3)c2C(N)=O)C1	183.3*	87.0	77.1	0.0	86.4	29.0	91.1	.

Further compounds
SMILES	LAP4 TOR yeast	AGP1 TOR yeast	CIT2-GFP yeast	GRK2 aptamer HTS	RPL19A-GFP yeast	VLA-4 inh	MEP2-GFP yeast	GASC-1 inh
O=c1cc(N2CCc3ccccc3C2)[nH]c(=O)n1-c1ccccc1Cl	115.0	94.0	87.8	0.0	101.9	-9.6	101.0	-14.8
CC(=O)C[C@H](O)CC(=O)[C@H]1OC(=O)[C@@H](C)C/C=C\Cc2ccccc21	98.7	99.8	96.6	1.0	101.3	14.5	100.9	.
Cc1ccc2c(c1)C(=O)C(=O)N2CCOc1ccccc1	101.0	99.7	95.0	3.0	96.7	36.9	96.7	-3.0
NC(=O)c1c(NC(=O)CN2CCCC2)sc2c1CCCC2	91.6	99.0	100.2	1.0	94.9	31.9	89.1	4.2
Nc1c(C(=O)NCc2ccccc2)c2nc3ccccc3nc2n1-c1ccc2c(c1)OCO2	105.0	103.1	105.1	0.0	97.8	7.6	109.6	32.7
CN(C)CCCNc1nc(-c2ccccc2)nc2ccccc12	103.3	95.8	96.6	0.0	101.5	9.8	102.2	-3.2
Cc1noc(C)c1S(=O)(=O)N1CCC(C(=O)N2CCN(c3ccccc3Cl)CC2)CC1	101.1	104.0	103.6	2.0	97.8	12.8	97.6	33.0
